Screens: PubChem BioAssay, several laboratories
CYP2C9 inhib: human CYP2C9 inhibition; P11712; CYP2C9 Supersomes, luciferin-H conversion, luminescence; inhibition, % at 5 µM; 96,000 compounds, 20% hits; AID 777;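 active = blocking of liver enzyme CYP2C9 beyond about 50% at 5 µM, limit read from the data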; also: values of inactives mirror those of a sister screen read the other way
CYP2C19 activ: cytochrome P450 2C19 (human) activation; recombinant CYP2C19, luciferin-H EGE luminescence; hits give high values; 0 = fully inhibited enzyme, 1 = untreated enzyme; 96,000 tested, under 10 active; activation factor at 5 µM;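 active = activation factor of at least 2 at 5 µM in the primary screen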;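 also: 0 = wells with 2.5 mM tranylcypromine and 1 = vehicle-only wells; values of inactives mirror those of a sister screen read the other way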
CYP2C9 activ: CYP2C9 (human) activation. AID 1024. 96,000 compounds, 1.4% hits. activation factor at 5 µM. recombinant CYP2C9, luciferin-H conversion, luminescence; hits give high values; factor 1 = untreated enzyme, 0 = blocked;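 active = activation factor of 2 or more for CYP2C9 at a 5 µM dose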;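 also: 0 = sulfaphenazole-blocked wells and 1 = vehicle-only wells; values of inactives mirror those of a sister screen read the other way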
Pyk2 oligo antag: blocks oligomerization of human Pyk2 in cells; Q14289; Q293 cells, Pyk2 FERM NanoBiT luminescence; hits give low values; z-score (the deposit names both 25 µM and 10 µM); 99,000 compounds, 0.83% hits; AID 1347419;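 active = Z-score of -3 or lower, scaled per plate to the spread of control and sample wells; inactive = z-score above -3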;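 also: negative z-score means lost luminescence so less FERM oligomerization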
E coli WT exp: blocks growth of wild type E. coli BW25113; OD600 absorbance; growth inhibition, % at 100 µM; 98,000 compounds, 0.15% hits;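 active = growth inhibition above about 50% at one test dose, limit read from the data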;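 also: growth measured after 20 h incubation at 37 °C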
PostGolgi yeast: growth inhibition of a yeast mutant, post-Golgi transport screen. AID 739. post-Golgi transport phenotypic cell assay. 98,000 compounds, 0.9% hits. inhibition, % at 10 µM; in the data active = inhibition above about 30%;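 also: yeast cells grown in 1536-well plates; yeast grown about 18 h at 30C before absorbance read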
EphB4 ephrin blk: antagonists of human EphB4-ephrin-B2 interaction; 97,000 compounds, 0.15% hits; inhibition, % at 7 µM; EphB4 LBD / TNYL-RAW-Alexa532 peptide, fluorescence polarization; P54760;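 active = inhibition above the screen-wide mean inhibition plus 3 SD, cut at about 15% in these data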;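 also: 0% = DMSO wells and 100% = excess unlabeled TNYL-RAW peptide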
Target sequence (P54760 whole entry, looked up, the tested form may be a part): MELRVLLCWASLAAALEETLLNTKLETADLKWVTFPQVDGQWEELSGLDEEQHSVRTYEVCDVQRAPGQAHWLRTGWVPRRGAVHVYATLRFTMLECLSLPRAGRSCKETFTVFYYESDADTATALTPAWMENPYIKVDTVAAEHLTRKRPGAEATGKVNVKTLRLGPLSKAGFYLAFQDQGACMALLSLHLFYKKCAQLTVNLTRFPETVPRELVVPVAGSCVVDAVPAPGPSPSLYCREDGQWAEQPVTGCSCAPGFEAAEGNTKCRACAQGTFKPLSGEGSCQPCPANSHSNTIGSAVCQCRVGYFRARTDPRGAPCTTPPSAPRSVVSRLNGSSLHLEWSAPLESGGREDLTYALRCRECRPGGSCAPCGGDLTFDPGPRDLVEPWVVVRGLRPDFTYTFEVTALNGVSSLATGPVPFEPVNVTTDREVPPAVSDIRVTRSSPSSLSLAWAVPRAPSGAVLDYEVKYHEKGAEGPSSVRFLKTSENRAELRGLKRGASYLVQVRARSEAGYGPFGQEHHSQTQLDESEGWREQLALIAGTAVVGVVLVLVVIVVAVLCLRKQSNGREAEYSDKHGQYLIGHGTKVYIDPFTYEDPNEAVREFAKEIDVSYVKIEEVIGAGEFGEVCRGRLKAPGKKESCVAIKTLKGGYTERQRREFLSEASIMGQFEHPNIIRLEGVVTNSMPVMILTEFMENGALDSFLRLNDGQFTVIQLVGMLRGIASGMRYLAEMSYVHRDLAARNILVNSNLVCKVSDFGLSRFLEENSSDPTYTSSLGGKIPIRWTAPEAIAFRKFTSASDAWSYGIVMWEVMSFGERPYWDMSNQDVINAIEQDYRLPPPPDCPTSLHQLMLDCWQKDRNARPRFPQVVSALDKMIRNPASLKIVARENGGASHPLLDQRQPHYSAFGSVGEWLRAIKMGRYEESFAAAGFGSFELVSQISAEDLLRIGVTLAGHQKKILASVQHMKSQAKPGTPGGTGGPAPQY
CYP2C19 inh: blocks human cytochrome P450 2C19 | P33261 | CYP2C19 Supersomes, luciferin-H EGE luminescence, 30 min | inhibition, % at 5 µM | 96,000 compounds, 21% hits | AID 778;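 active = CYP2C19 inhibition above a set limit at 5 µM in the primary screen, cut at about 50% in these data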;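 also: plate controls were negative control wells for no effect and 2.5 mM tranylcypromine positive control for full effect; values of inactives mirror those of a sister screen read the other way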
PLAP activator: human PLAP activation; purified PLAP enzyme, luminescent substrate read-out; hits give high values; P05187; 96,000 compounds, 1.2% hits; activation fold at 20 µM; in the data active = activation fold above about 2
Starred values were filed as active, the others as inactive; / = no result given.

SMILES	CYP2C9 inhib	CYP2C19 activ	CYP2C9 activ	Pyk2 oligo antag	E coli WT exp	PostGolgi yeast	EphB4 ephrin blk	CYP2C19 inh	PLAP activator
CCc1nnc(NC(=O)CSc2nc(C3CCCCC3)nc3ccccc23)s1	15	0.9	0.9	-0.45	-14	-3	8	5	1.2
Cc1cc(C)n(-c2cc(Oc3ccccc3)ncn2)n1	22	0.8	0.8	0.18	2	9	-1	16	1.2
CC(C)C1Oc2ccccc2N(CC(=O)N(Cc2ccccn2)CC2CCCO2)C1=O (stereo not drawn)	7	1	0.9	1.8	1	-2	/	-5	1.6
COC(=O)C1=CN(C2CC2)C=C(C(=O)OC)C1c1ccc(C(=O)OC)cc1	1	0.8	1	-0.56	1	4	/	16	1.1
CCN1CCN(CCCNC(=O)c2cc3sccc3n2CC)CC1	-6	1.1	1.1	/	6	7	0	-12	1.4
COc1ccccc1NC(=O)CN1CCN(CC(=O)Nc2ccc3c(c2)OCO3)CC1	34	0.1	0.7	0.71	-5	-5	/	88*	1.4
COc1ccc(CCN(C(=O)c2ccc(F)cc2)C2=CC3CCC(C2)N3C)cc1OC (stereo not drawn)	0	1	1	0.08	/	/	/	1	1.6
CSC(=NNC(=O)c1ccc(O)cc1)SC	10	0.9	0.9	0.81	0	21	-2	10	0.8
COc1ccc(NC(=O)[C@@H]2[C@@H]3C(=O)N(C4CCCCC4)C(=O)[C@@H]3C3c4ccccc4C=CN32)cc1 (stereo partly drawn)	57*	0.5	0.4	-0.33	-8	-3	-3	46	1.7
O=C(O)CCn1cnc2ccccc2c1=O	-3	0.8	1	0.96	-2	-4	3	15	1
CCCC(CCC(=O)OC)(C(=O)OCC)c1csc(N)n1 (stereo not drawn)	30	0.3	0.7	0.19	-11	-6	1	74*	1.1
Cc1ccc(N2CC(C(=O)Nc3nnc(C)s3)CC2=O)cc1 (stereo not drawn)	28	1.1	0.7	0.78	-2	2	1	-11	1
CCCn1cc(SCC(=O)NCc2ccc3c(c2)OCO3)c2ccccc21	42	0.7	0.6	/	-1	2	-13	28	0.9
Cc1no[n+]([O-])c1COc1ccc(/C=C2\NC(=S)NC2=O)cc1	8	1	0.9	/	-13	0	-2	-3	1.5
CC(C)[C@H](NC(=O)Nc1ccccc1F)C(=O)O	-14	1.2	1.1	-0.52	-17	-7	-3	-18	0.9
O=C(c1ccc(CS(=O)(=O)c2ccc(Br)cc2)o1)N1CCN(C2CCCCC2)CC1	78*	1	0.2	/	0	2	-1	-4	1.5
CCCn1nnc(NC(=O)c2ccco2)n1	-15	1.1	1.1	0.09	1	5	-8	-7	0.9
CCC(C)n1nnc2c(=O)oc3ccccc3c21 (stereo not drawn)	-7	0.8	1.1	-0.15	6	4	4	17	0.9
O=C(CSc1nc(C2CCCCC2)n(-c2ccccc2)n1)NCCN1C(=O)CSC1=O	98*	0	0	-0.31	8	0	0	95*	2*
CN(C)C(CNC(=O)Nc1cccc(Cl)c1)c1cccnc1 (stereo not drawn)	39	0.5	0.6	-0.04	3	-6	1	51*	1
Cc1cc(Oc2ccc(C(C)(C)C)cc2)nc(N2CCOCC2)n1	16	0.8	0.8	-2.9	7	-1	-7	25	1.5
O=C(Oc1ccc(-c2ccccc2)cc1)N1CCOCC1	-20	1.1	1.2	0.43	-1	-6	2	-9	1.9
O=C(NCCc1ccc(Cl)cc1)C1CCN(C(=O)c2sccc2-n2cccc2)CC1	52*	0.6	0.5	0.48	-12	2	3	44	1.4
CCN(CC)C(=O)CN(c1cccc(OC)c1)S(=O)(=O)c1ccc(C)cc1	94*	0.4	0.1	-0.31	7	-3	-7	65*	1.7
C=CCNC(=O)C(C)Sc1ccc(Cl)cc1 (stereo not drawn)	39	0.3	0.6	0.67	7	8	0	70*	1.1
SMILES	CYP2C9 inhib	CYP2C19 activ	CYP2C9 activ	Pyk2 oligo antag	E coli WT exp	PostGolgi yeast	EphB4 ephrin blk	CYP2C19 inh	PLAP activator
Cc1nc(SCC#N)c2c3c(sc2n1)CCC3	-12	1	1.1	0.37	-14	-7	3	-3	0.8
N#CC(c1cccc(Cl)c1)c1ncc(C(F)(F)F)cc1Cl (stereo not drawn)	41	0.1	0.6	-1.4	12	8	1	89*	0.7
Cc1cc2oc(=O)cc(CSc3nc(N)cc(N)n3)c2cc1C(C)C	77*	1	0.2	-0.76	3	3	-4	0	1.1
COc1cccc(NC(=O)CSc2ncnc3c2oc2ccccc23)c1	7	0.9	0.9	/	-3	-6	-2	6	0.8
Cc1noc(C)c1COC(=O)c1cc2c3ccccc3n(C)c2s1	81*	0.4	0.2	-1.4	-24	-7	-2	57*	1.5
O=C(CCSCc1ccccc1Cl)N1CCN(c2ccccn2)CC1	41	0.9	0.6	1	3	11	4	9	1.3
Cc1noc(C)c1CSc1ccc(Br)cc1	11	0	0.9	0.13	7	10	0	96*	1.1
Cc1ccc(-c2nn(-c3ccccc3)c3[nH]c(=O)c(CNCCN(C)C)cc23)cc1	-8	1.1	1.1	/	/	/	/	-10	2.7*
Clc1cccc(CON/C=N/c2ncnc3sccc23)c1	50*	0.2	0.5	2	-2	21	3	80*	0.8
Cn1c(=O)c(C(=O)Nc2ccccn2)c(O)c2ccccc21	-19	0.7	1.2	-1.5	-6	12	4	26	1
Cc1nnc(NC(=O)CSc2nccn2-c2cccc(C)c2C)s1	40	0.9	0.6	/	-12	-4	-1	13	1.3
Cc1ccc(Cn2c(SCC(=O)Nc3cccc(C)n3)nc3c2c(=O)n(C)c(=O)n3C)cc1	30	0.9	0.7	/	/	/	/	14	1.6
c1csc(Cn2c(-c3cccs3)nc3ccccc32)c1	94*	0.1	0.1	-2.7	-10	-5	-4	87*	0.8
CC(CCc1ccco1)NC(=O)Cn1ncc2c1-c1ccccc1OC2 (stereo not drawn)	67*	0.2	0.3	/	-1	2	-4	80*	1.6
COC(=O)Cc1cc(=O)[nH]c(/N=C(\N)Nc2ccccc2)n1	-6	1	1.1	-0.59	-5	-4	-1	0	1.5
COc1ccc(N(Cc2cc3cc(OC)ccc3[nH]c2=O)S(C)(=O)=O)cc1	27	0.8	0.7	-1.2	-1	2	-3	19	1
Cc1cc(C(F)(F)F)nn1CC(=O)NCc1ccccc1	-37	0.5	1.4	-0.59	9	5	-8	52*	0.8
CCOC(=O)c1nnc(-c2ccccc2)nc1Oc1ccc(Cl)cc1	6	1	0.9	-0.09	-4	24	7	-2	0.9
COC(=O)c1ccc2c(=O)n(CCCCCC(=O)NCc3ccc4c(c3)OCO4)c(=O)[nH]c2c1	52*	0.8	0.5	0.22	-7	-6	-5	23	0.9
COc1ccc(/C=C(/C#N)C(=O)Nc2ccc(C)cc2C)cc1C(=O)O	-18	1.1	1.2	-1.5	5	-1	-12	-14	1.1
C=CC(=O)NC(C)(C)Cc1ccccc1	4	0.7	1	0.21	-3	17	1	31	0.9
COc1cccc(NC2=NC3(CCCCC3)N=C(N)N2)c1	-15	1.1	1.2	0.37	23	-2	0	-10	2.8*
CCSc1nc2cc(C(=O)OC)ccc2c(=O)n1CC	/	/	/	-0.88	-3	-2	7	/	/
CCCCC(=O)Nc1nn(CCC)c2nc3ccccc3cc12	43	0.8	0.6	-1.8	-5	29	15	22	1
Cc1ccn(CCSCC(=O)O)n1	-10	1	1.1	0.88	-6	12	-8	-2	1

Entries shown so far that have a furan ring, fused or not:
SMILES	CYP2C9 inhib	CYP2C19 activ	CYP2C9 activ	Pyk2 oligo antag	E coli WT exp	PostGolgi yeast	EphB4 ephrin blk	CYP2C19 inh	PLAP activator
O=C(c1ccc(CS(=O)(=O)c2ccc(Br)cc2)o1)N1CCN(C2CCCCC2)CC1	78*	1	0.2	/	0	2	-1	-4	1.5
CCCn1nnc(NC(=O)c2ccco2)n1	-15	1.1	1.1	0.09	1	5	-8	-7	0.9
COc1cccc(NC(=O)CSc2ncnc3c2oc2ccccc23)c1	7	0.9	0.9	/	-3	-6	-2	6	0.8
CC(CCc1ccco1)NC(=O)Cn1ncc2c1-c1ccccc1OC2 (stereo not drawn)	67*	0.2	0.3	/	-1	2	-4	80*	1.6

Later entries.
SMILES	CYP2C9 inhib	CYP2C19 activ	CYP2C9 activ	Pyk2 oligo antag	E coli WT exp	PostGolgi yeast	EphB4 ephrin blk	CYP2C19 inh	PLAP activator
NC(=O)c1c(NC(=O)Cc2cccs2)sc2c1CCC2	58*	0.6	0.4	-0.11	0	15	-11	44	0.7
CCSc1nnc2nc(C)cc(C)n12	-28	1	1.3	-0.52	2	-3	4	2	0.8
O=C(c1cc2ccccc2o1)N1CCCCCC1	/	/	/	0.23	-2	-4	-6	/	/
Cc1sc2ncnc(NCc3ccco3)c2c1C	61*	0.2	0.4	0.46	4	6	-4	78*	1.3
O=C(O)CN1CCCC1=Nc1ccccc1	3	1	1	0.61	-10	-7	-4	2	0.9
COc1ccccc1C(=O)OCCN1CCOCC1	10	1	0.9	0.75	0	6	-4	-2	0.8
COc1ccc(CCNC2CCN(C)CC2)cc1OC	74*	0.9	0.3	0.58	-5	1	-9	10	1.3
O=C(COc1ccccc1Cl)N1CCN(c2ccc([N+](=O)[O-])c(N3CCOCC3)c2)CC1	85*	0.7	0.1	-1.4	-1	-9	-6	32	1.3
S=c1[nH]nc(C2CCCCC2)n1/N=C/c1ccc(Br)s1	6	0.6	0.9	0.46	-8	1	5	37	1.2
Cc1cc(C)nc(N(C#N)CCOc2ccccc2)n1	-52	0.6	1.5	-2.7	7	8	7	44	0.9
COCc1[nH]nc2c1C1(CCSCC1)C(C#N)=C(N)O2	6	0.9	0.9	-0.14	2	3	2	15	0.9
COc1ccc2c(c1)CCc1c(C(=O)NCc3cccnc3)noc1-2	6	1.1	0.9	-0.26	-1	-1	14	-8	1.1
COc1cc(OC)cc(C(=O)NCCSCc2ccco2)c1	-2	0.7	1	/	1	-6	0	35	0.9
Cc1c(C)c2cc(Cl)c(O)c(CN3CCN(C)CC3)c2oc1=O	-1	1	1	0.22	2	36*	3	1	1
CC(C)NC(=O)CN(C)S(=O)(=O)c1ccc(F)cc1	-1	1	1	0.63	0	-9	-2	-3	1
N#CC1=C(N)Oc2n[nH]c(-c3ccccc3)c2C1c1cccc(OC(=O)N2CCOCC2)c1 (stereo not drawn)	57*	0.8	0.4	0.06	-3	0	2	19	1.5
Cc1cc2c(cc1C)N(C(=O)CSC1=NCCS1)C(C)(C)c1ssc(=S)c1-2	70*	0.2	0.3	-0.43	-20	-8	-8	78*	0.9
COc1ccc(-c2cc(-c3ccc(OC)cc3)[nH]n2)cc1	24	0.7	0.8	-1.6	0	20	1	26	0.7
O=C(c1cccc(C(=O)N2CCN(c3ccccc3F)CC2)c1)N1CCN(c2ccccc2F)CC1	67*	0.2	0.3	0.07	-7	-2	/	82*	1.5
CCCc1cc(=O)oc2cc(OCC(=O)Nc3cc(C)on3)ccc12	21	1.1	0.8	0.48	5	0	-3	-5	1.1
CCOC(=O)c1cc(-c2ccccc2)sc1NC(=O)CSc1nnnn1C	26	0.7	0.7	-0.58	-12	-2	-8	33	1
CC(C)NS(=O)(=O)c1ccc(OCC(=O)Nc2cccc3ccccc23)cc1	82*	0.1	0.2	0.46	-5	3	-5	88*	0.9
O=C(OCCN(C1=NS(=O)(=O)c2ccccc21)c1ccc(Cl)cc1)c1ccco1	85*	0.1	0.2	1.4	-14	1	5	86*	1.4
Cc1cccc(-c2nc(CN3CCCC(C(=O)NC4CCCC4)C3)c(C)o2)c1 (stereo not drawn)	36	0.6	0.6	0.37	12	1	3	42	1.4
CCCCOC(=O)CCc1c(C)[nH]c(=S)[nH]c1=O	-28	0.8	1.3	0.52	1	-3	-4	19	0.9
O=C(Nc1nc2c(Cl)ccc(Cl)c2s1)c1ccco1	-40	1	1.4	/	-18	3	-6	2	1.1
COc1cc(NC(=S)N2CCN(C(c3ccccc3)c3ccccc3)CC2)cc(OC)c1	38	0.7	0.6	-1.1	-7	0	-7	32	1.2
Cc1nnc(NC(=O)CSCc2ccccc2)s1	13	1	0.9	/	0	-14	1	2	1.1
